Assay outcomes deposited in PubChem BioAssay by The Scripps Research Institute Molecular Screening Center.
TAAR1 ag – agonists of human TAAR1 | CHO RD-HGA16 TAAR1, Fluo-8 calcium fluorescence; vehicle wells 0%, saturating PEA agonist 100% | actives 0.99% (n = 360,000) | Q96RJ0 | activation, % at 3 µM;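 active means activation above the mean activation of all test compounds in the run plus 3 SD, cut at about 38% in these data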
Target sequence (Q96RJ0 whole entry, looked up): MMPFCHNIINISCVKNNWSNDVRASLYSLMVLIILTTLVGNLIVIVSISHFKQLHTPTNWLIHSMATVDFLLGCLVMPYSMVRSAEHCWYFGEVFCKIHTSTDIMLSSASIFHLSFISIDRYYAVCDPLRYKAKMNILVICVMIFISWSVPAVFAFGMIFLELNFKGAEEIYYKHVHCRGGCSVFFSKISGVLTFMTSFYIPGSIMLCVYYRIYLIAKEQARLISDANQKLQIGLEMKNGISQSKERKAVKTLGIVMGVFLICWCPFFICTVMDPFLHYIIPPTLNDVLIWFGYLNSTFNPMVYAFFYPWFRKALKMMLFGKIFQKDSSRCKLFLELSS
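Assay system – CHO-derived RD-HGA16 cells with stable Gα16 and human TAAR1 · Compound dosing – one-point dosing at 3 µM (nominal) · Incubation – 17-24 h seeding, 75 min 37 °C dye, 30 min RT · Measured by – kinetic Fluo-8 calcium fluorescence · Control set – DMSO vehicle as 0%, PEA at EC100 as 100% · Repeats – single well for each compound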
M1 PAM parental – counter-screen for M1 PAMs: effect in parental CHO-K1 cells; ATP EC20, Fluo-8 calcium fluorescence; 0% at ATP EC20, 100% at ATP max; activation, % at 3 µM; actives 0.02% (n = 360,000);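 active means activation above the run cutoff, the mean activation of all test compounds plus 3 SD, cut at about 40% in these data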;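 further: peak over basal fluorescence ratio in a 140 s read after ATP addition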
CHO parental Ca – counter-screen: ATP calcium response change in parental CHO cells; inhibition, % at 5.6 µM; actives 0.63% (n = 330,000); AID 463079; parental CHO-K1, ATP-induced calcium, Fluo-8 fluorescence;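 active means inhibition above that plate's mean sample inhibition plus 3 SD, cut at about 26% in these data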;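 further: 0% = ATP-challenged DMSO wells and 100% = DMSO wells without ATP; some compounds past the cut are filed as inactive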
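Material: parental CHO cells / Compound: single nominal dose of 5.6 µM per compound / Signal: Fluo-8 fluorescence / Replicates: singlicate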
CHRM1 agonist – agonists of human M1 muscarinic receptor; P11229; CHO-K1 hM1, Fluo-8 calcium fluorescence, agonist mode; 0% DMSO, 100% acetylcholine EC100; activation, % at 3 µM; actives 0.33% (n = 360,000); AID 588814;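 active means activation above the run's mean compound activation plus 3 SD, cut at about 16% in these data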;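 further: peak over basal fluorescence ratio within a 140 s kinetic read after compound addition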
Target sequence (P11229 whole entry, looked up): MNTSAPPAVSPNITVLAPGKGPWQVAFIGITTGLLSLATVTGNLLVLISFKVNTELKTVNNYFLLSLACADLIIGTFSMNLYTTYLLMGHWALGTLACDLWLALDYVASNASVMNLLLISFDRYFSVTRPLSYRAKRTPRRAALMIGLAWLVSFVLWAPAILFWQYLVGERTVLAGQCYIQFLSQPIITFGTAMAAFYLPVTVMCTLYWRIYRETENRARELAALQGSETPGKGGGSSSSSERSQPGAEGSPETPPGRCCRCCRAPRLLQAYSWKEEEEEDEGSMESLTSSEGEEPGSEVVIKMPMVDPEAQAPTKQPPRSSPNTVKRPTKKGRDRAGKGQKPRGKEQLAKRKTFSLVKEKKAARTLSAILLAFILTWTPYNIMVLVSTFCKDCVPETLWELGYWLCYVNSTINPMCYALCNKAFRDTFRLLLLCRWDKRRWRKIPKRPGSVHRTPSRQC
TAAR1 antagonist – antagonists of human TAAR1; actives 1.5% (n = 360,000); CHO RD-HGA16 TAAR1, Fluo-8 calcium fluorescence, antagonist; Q96RJ0; inhibition, % at 3 µM; AID 624466;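 active means inhibition above a per-plate cutoff, the mean inhibition of test compounds on that plate plus 3 SD, cut at about 49% in these data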;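 further: 0% = DMSO plus EC80 beta-PEA response and 100% = DMSO alone without agonist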
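Material: CHO RD-HGA16 cells bearing hTAAR1; compound dosing: one-point dosing, 3 µM nominal final; schedule: dye loading 75 min at 37 °C, then 30 min room temperature; measured by: calcium fluorescence with Fluo-8; control set: vehicle and agonist controls; replication: n of 1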
CHRM1 PAM – human CHRM1 positive allosteric modulation. P11229. CHO-K1 hM1, Fluo-8 calcium fluorescence, ACh EC20; 0% = ACh EC20, 100% = maximal ACh. activation, % at 3 µM. actives 0.088% (n = 360,000). AID 588819; in the data active means activation above about 19%, passing the limit was not always enough
CHRM1 antagonist – antagonists of human M1 muscarinic receptor. actives 1.3% (n = 360,000). P11229. CHO-K1 hM1, Fluo-8 calcium fluorescence, ACh EC80 antagonist. AID 588852. inhibition, % at 3 µM;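 active means percent inhibition above its own plate's cutoff, namely the mean of that plate's compound wells plus 3 SD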;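 further: peak over basal fluorescence ratio during 140 s after agonist addition; 0% = ACh EC80 plus DMSO and 100% = DMSO alone without agonist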
M1 ag parental – M1 agonist counterscreen hit in parental CHO-K1 cells; Fluo-8 calcium fluorescence; scaled to maximal ATP response, vehicle zero; activation, % at 3 µM; actives 0.48% (n = 360,000); AID 602248; in the data active means activation above about 15%;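 further: untransfected CHO-K1 host cells lacking M1 receptor as counterscreen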
CHO-K1 Ca antag – M1 antagonist counterscreen hit in parental CHO-K1 cells; inhibition, % at 3 µM; ATP-induced calcium, Fluo-8 fluorescence; AID 602250; actives 0.6% (n = 360,000);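 active means inhibition above a per-plate cutoff, the plate's mean sample inhibition plus 3 SD, cut at about 24% in these data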;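 further: 0% = DMSO plus EC80 ATP and 100% = DMSO alone without ATP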
An asterisk follows results filed as active; · = not tested or not shown.

SMILES	TAAR1 ag	M1 PAM parental	CHO parental Ca	CHRM1 agonist	TAAR1 antagonist	CHRM1 PAM	CHRM1 antagonist	M1 ag parental	CHO-K1 Ca antag
CC(C)(C)C1CCc2c(sc(NC(=O)C3CC=CCC3C(=O)O)c2C#N)C1 (stereo not drawn)	-2	-11	3	-8	-3	6	-8	-0.5	8
COC(=O)C1=C(C)NC(=O)C1(Nc1ccc(Cl)cn1)C(F)(F)F (stereo not drawn)	4	14	-9	-3	9	2	5	0.2	-21
COC(=O)C1=C(C)N=C2SC(C)C(=O)N2C1c1cccs1 (stereo not drawn)	7	4	-17	-5	-20	-6	8	0.4	-1
COc1ccc(CN(C)Cc2nc(Cc3ccccc3Cl)no2)cc1OC	2	-12	-21	0	-19	-4	-5	6.0	6
COc1cc(OC)cc(C(=O)NCCCCc2ccccc2)c1	-2	2	-14	2	-27	-6	6	7.4	0
CCN(CC(=O)NCc1cccs1)C(=O)c1ccc(OC)c(S(=O)(=O)N2CCOCC2)c1	1	14	-12	-4	-19	5	-10	0.7	-4
CCN(CCCNC(=O)c1c(C)cc(=O)oc1C)c1ccccc1	33	16	-9	-9	1	-12	20	1.5	-14
COc1ccc(C(C(=O)NCc2ccc(F)cc2)N(C(=O)c2csnn2)C2CC2)cc1 (stereo not drawn)	-2	-9	-26	-6	3	-10	7	1.1	-15
COC(=O)c1sccc1NC(=S)Nc1cc(OC)ccc1OC	1	16	-8	-4	-20	6	-8	0.4	-14
CC(=O)c1cc2c(cc1NC(=O)c1cnc(C)cn1)OCO2	-1	-7	-2	-1	16	-1	5	0.3	12
CCNc1nc(NC(C)C)nc(N(C#N)CCOc2ccc(Cl)cc2Cl)n1	9	28	-36	-4	13	1	5	1.7	-12
Cc1ccc(NC(=O)c2nc[nH]c2C(=O)N2CCCCC2)c(C(=O)c2ccccc2)c1	7	-11	-19	-1	-2	-1	6	0.2	16
C=CCOc1ccc(/C=C/C(=O)OCC(=O)NCC2CCCO2)cc1 (stereo not drawn)	4	13	-2	1	-8	-1	-2	3.4	4
Cc1ccc(S(=O)(=O)N2C[C@H]3[C@H]4C(=O)N(c5ccccc5)C(=O)[C@H]4CC(=O)[C@H]3[C@@H]2c2ccccc2F)cc1	4	9	·	-1	-2	6	3	2.5	10
COc1cc(NC(=S)N2CCCC2)cc(OC)c1	-1	5	·	-4	8	7	-11	0.5	-20
CCC1(CC)Nc2ccccc2C(=O)N1c1ccc(OC)cc1	0	-22	-5	-4	-38	0	4	0.1	8
CCOCCN1CCN(c2c(CC)c(C)nc3cc(-c4cc(OC)cc(OC)c4)nn23)CC1	7	8	0	-4	2	4	-1	0.1	-3
CCOc1ccc(OCCC(=O)OCC(=O)NC2CCCCC2)cc1	-1	-11	0	-3	-16	15	-17	0.7	-7
COc1cc(-c2noc(CCC(=O)Nc3cccnc3)n2)cc(OC)c1OC	3	0	-3	-2	-14	0	-7	0.4	-1
S=C(N/N=C/c1cccs1)NC1CC2CCC1C2 (stereo not drawn)	3	2	-18	-1	-71	5	-4	0.4	-1
O=C1c2ccccc2C(=O)N1CC#CCN1CCN(C(c2ccccc2)c2ccccc2)CC1	3	13	-17	-6	7	-9	-2	-0.5	-13
CCCNC(=O)c1onc(CSc2ccc(Cl)cc2)c1C(=O)NCC1CC1	1	-11	-24	-3	9	-6	9	-0.7	-4
COc1cc2c(cc1OC)C(c1ccc(-c3cc(Cl)ccc3Cl)o1)=NCC2	·	14	-12	-5	·	0	3	0.6	3
Cc1nn(C(=O)c2c([N+](=O)[O-])cnn2C)c(C)c1Cl	1	0	-6	-1	8	8	-6	0.1	-11
COc1cc2c(cc1OC)CN(C(=O)CCCN1C(=O)c3ccccc3C1=O)CC2	4	9	-6	-4	9	1	-3	0.9	7
COc1ccccc1NC(=O)N1CCN(c2ccc(F)cc2)CC1	2	16	-15	-2	-15	6	-11	0.3	-7
CCCOc1ccc(OCCOCCNCc2ccccc2)cc1	11	21	-14	-8	-11	-14	6	2.8	-13
C=CCOC(=O)C1=C(C)NC(=O)NC1c1cc(Cl)cc(Cl)c1OC (stereo not drawn)	7	26	-14	-2	-27	4	-9	1.9	-16
CCOC(=O)C1=C(C)N=C2SC(C(=O)OC)=CC(=O)N2C1c1ccc(OC)cc1 (stereo not drawn)	1	13	-4	-2	-31	3	-5	0.2	-11
CCCCNC(=O)C1CCN(S(=O)(=O)c2ccc3c(c2)CC(C)N3C(=O)C2CC2)CC1 (stereo not drawn)	0	21	-8	-2	-11	7	-8	-0.3	-10
CCS(=O)(=O)Nc1ccc(-c2ccc(NS(=O)(=O)CC)c(OC)c2)cc1OC	9	4	-14	0	-3	2	0	0.7	7
Cc1ccc(N2C(=O)N(CC(=O)N3CCc4ccccc43)C(=O)C2C)cc1 (stereo not drawn)	3	-9	·	-3	-16	2	-6	0.0	2
Cc1ccc(S(=O)(=O)NN2CCCCCC2)cc1	0	6	·	-7	-6	-10	9	0.6	10
CC1=C(C(=O)N2CCOCC2)CC(CC(=O)NC(c2ccccc2)c2ccccc2)C(=O)N1Cc1ccc(C(C)(C)C)cc1 (stereo not drawn)	4	9	·	2	-30	3	-14	0.9	0
Cc1ccccc1C(=O)c1cccn1CC(=O)NC1CCCC(C)C1C (stereo not drawn)	1	9	4	-4	0	-2	0	-0.5	-6
COc1ccc(S(=O)(=O)N2CCC(C)CC2)cc1OC	0	3	-7	-3	-15	5	-9	0.7	-5
COc1cc(/C=N/N=C2/NC(=O)C(Cc3ccccc3)S2)ccc1O (stereo not drawn)	3	18	-18	1	6	7	1	24*	5
Cc1cc(CNC(=O)CC2C(=O)NCCN2Cc2ccccc2C(F)(F)F)on1 (stereo not drawn)	6	7	-9	-1	-1	9	-11	-0.2	-8
CCOc1ccc(-c2nc(-c3cccs3)c(CC(=O)O)s2)cc1OC	0	4	-4	-5	-24	6	-7	0.0	-6
O=C(CNC(=O)c1ccccc1)NCC(=O)OCC(=O)c1ccccc1Cl	0	27	·	-3	-13	10	-8	1.2	-9
COc1ccc2c(c1OC)OCC2C (stereo not drawn)	4	6	·	-6	-13	5	-13	0.0	-6
CCNc1ccc(S(N)(=O)=O)cc1[N+](=O)[O-]	8	4	-4	-4	10	1	3	-0.1	-6
CCc1ccc(CN(C)Cc2nc(Cc3ccccc3)no2)nc1	5	0	-9	-4	8	11	-16	0.4	3
Cc1cccc(NC(=O)CN2C(=O)NC(C)(c3ccc4ccccc4c3)C2=O)n1 (stereo not drawn)	9	-5	-21	4	7	2	9	3.1	6
O=C(c1ccc(F)cc1)N1CCN(c2ccc(N3CCOCC3)nn2)CC1	0	24	-19	-3	-15	18	-27	0.3	-21
COc1ccc(NC(=O)Cn2nnc3sc4c(c3c2=O)CC(C)(C)OC4)cc1	0	20	-15	-5	-18	2	-2	1.4	-4
COC(=O)c1ccsc1NC(=O)c1ccco1	-2	12	-19	-3	-27	0	-7	0.8	-8
Cc1c(C)n(Cc2ccccc2)c2ncnc(NN)c12	0	11	-23	-1	-7	3	-14	8.2	-12

Some of these compounds in order of molar mass, rising:
SMILES	TAAR1 ag	M1 PAM parental	CHO parental Ca	CHRM1 agonist	TAAR1 antagonist	CHRM1 PAM	CHRM1 antagonist	M1 ag parental	CHO-K1 Ca antag
CCCOc1ccc(OCCOCCNCc2ccccc2)cc1	11	21	-14	-8	-11	-14	6	2.8	-13
Cc1cc(CNC(=O)CC2C(=O)NCCN2Cc2ccccc2C(F)(F)F)on1 (stereo not drawn)	6	7	-9	-1	-1	9	-11	-0.2	-8
CCN(CC(=O)NCc1cccs1)C(=O)c1ccc(OC)c(S(=O)(=O)N2CCOCC2)c1	1	14	-12	-4	-19	5	-10	0.7	-4
CC1=C(C(=O)N2CCOCC2)CC(CC(=O)NC(c2ccccc2)c2ccccc2)C(=O)N1Cc1ccc(C(C)(C)C)cc1 (stereo not drawn)	4	9	·	2	-30	3	-14	0.9	0

Further records.
SMILES	TAAR1 ag	M1 PAM parental	CHO parental Ca	CHRM1 agonist	TAAR1 antagonist	CHRM1 PAM	CHRM1 antagonist	M1 ag parental	CHO-K1 Ca antag
CCCN(CC(=O)Nc1ccccc1C)C(=O)c1ccc(COc2ccccc2)cc1	4	-19	-18	-3	47	3	-7	4.5	-6
CC(C)NS(=O)(=O)c1ccc(OCC(=O)Nc2cccc(F)c2)cc1	7	9	12	-3	1	3	-11	3.0	-17
CCCC12CN3CC(C)(CN(C1)C31CCCCC1)C2=O	8	-1	-13	-4	3	8	-8	-0.3	-2
NC(=O)COc1c(-c2ccccc2)oc2ccccc2c1=O	3	21	-8	-1	-4	0	3	1.7	-33
Cc1[nH]c2ccccc2c1C(=O)C(=O)NC1CC(=O)N(c2ccc(F)cc2)C1 (stereo not drawn)	10	-16	-18	-2	5	-8	8	1.8	6
COc1ccc(C(C(=O)NC(C)(C)C)N(C(=O)CNC(=O)c2cccs2)c2ccc(C(C)C)cc2)cc1OC (stereo not drawn)	12	22	-2	-4	5	-3	-8	0.8	-15
CC(=O)n1cc([C@H]2C=C(C(=O)NCc3ccccc3)O[C@@H](OCCCCO)C2)c2ccccc21	13	17	-20	-3	36	-1	6	0.9	-25
CCSC1(SCC)N=C(N)C2(C#N)C(c3ccccc3)NC(C)=C(C)C12C#N (stereo not drawn)	1	12	·	-3	-4	4	-10	0.0	-8
O=C(Cn1cnc2scc(-c3ccccc3)c2c1=O)N1CCOCC1	5	4	17	-2	-4	-3	-10	0.4	-12
Cc1cccc(OCC(=O)NNC(=O)C2CCCCC2C(=O)O)c1 (stereo not drawn)	4	16	2	-5	0	2	6	0.0	0
Cc1cc(C)c(NC(=O)CNC(=O)COC(=O)C2=COCCO2)c(C)c1	0	21	5	-2	0	10	-10	2.6	-15
CC(NC(=O)c1ccc(OC2CCN(Cc3ccccn3)CC2)cc1)c1ccccc1 (stereo not drawn)	1	3	-11	-7	-10	-11	17	1.6	-12
CCCc1cc(=O)[nH]c(SCC(=O)c2c(N)n(C3CC3)c(=O)[nH]c2=O)n1	19	1	-1	0	-11	16	-8	0.5	-14
CC(C)(C)NC(=O)NC(=O)CN1CCC(Cc2ccccc2)CC1	13	11	-11	-13	-3	1	-4	1.1	-4
CC(C)(C)SCCSC1=CC(=O)CC(c2ccccc2)C1 (stereo not drawn)	0	3	-12	-6	18	8	-15	0.4	-25
COc1ccc(N2CC(C(=O)NCc3n[nH]c(=O)c4ccccc34)CC2=O)cc1 (stereo not drawn)	1	2	·	-3	-12	15	-8	0.5	-11
Nc1[nH]c(C(=O)c2ccccc2)c(-c2ccc(Cl)cc2)c1C(=O)NCc1ccco1	6	24	·	·	3	·	·	0.3	-18
CCOC(=O)c1ccc2nc(C)c(CCC(C)=O)c(Cl)c2c1	10	-1	-14	-5	5	7	-9	0.4	-1
CC(NC(=O)CCl)c1ccc(Cl)c(Cl)c1 (stereo not drawn)	6	27	-20	-4	19	3	1	2.5	-20
